Screening data from PubChem BioAssay.
Mtb BioA inh – BioA (M. tuberculosis) enzyme inhibition; purified M. tuberculosis BioA enzyme, plate reader; inhibition, % at 9.99 µM; 360,000 tested, 0.096% active; AID 602481; in the data active = inhibition above about 40%
* = called active by the depositor.

SMILES	Mtb BioA inh
C[C@@H]1CN([C@H](C)CO)S(=O)(=O)c2ccc(C#Cc3ccccc3)cc2O[C@@H]1CN(C)S(C)(=O)=O	4.6
O=S(=O)(c1ccccc1)N1CCCCN2[C@H](CO)[C@H](c3ccc(C#Cc4cccnc4)cc3)[C@H]2C1	1.2
CCCN1[C@H](C(=O)NCCOC)[C@@H](CO)[C@@H]2Cn3c(ccc(-c4cccc(C(=O)N(C)C)c4)c3=O)[C@@H]21	1.4
COCC(=O)Nc1ccc2c(c1)[C@H]1C[C@@H](CC(=O)N3CCOCC3)O[C@H](CO)[C@H]1O2	1.6
CCS(=O)(=O)Nc1ccc2c(c1)C(=O)N(C)C[C@H](OC)[C@H](C)CN(CC1CCCC1)[C@@H](C)CO2	-3.0
C[C@@H]1CCCCO[C@@H](CN(C)C(=O)CCCN(C)C)[C@H](C)CN([C@@H](C)CO)C(=O)c2cc(NC(=O)Nc3ccc(C(F)(F)F)cc3)ccc2O1	2.9
O=C(NCCc1ccncc1)[C@H]1N[C@H]2c3ccc(/C=C/c4ccccc4)c(=O)n3C[C@H]2[C@@H]1CO	-0.3
COCCNC(=O)C[C@@H]1C[C@@H]2c3cc(NS(=O)(=O)c4ccc(F)cc4)ccc3O[C@@H]2[C@@H](CO)O1	-0.2
Cc1noc(C)c1S(=O)(=O)Nc1ccc2c(c1)C(=O)N([C@@H](C)CO)C[C@@H](C)[C@H](CN(C)S(=O)(=O)c1ccccc1)OCCCC[C@H](C)O2	1.2
CO[C@@H]1CN(C)C(=O)c2ccc(NC(=O)C3CC3)cc2OC[C@@H](C)N(CCc2ccccc2)C[C@@H]1C	6.2
Cc1ccc(S(=O)(=O)NCC[C@H]2CC[C@H](NC(=O)CCN3CCCCC3)[C@H](CO)O2)cc1	-5.1
C[C@H](CO)N1C[C@H](C)[C@@H](CN(C)C(=O)Cc2cccnc2)Oc2ncc(-c3ccncc3)cc2C1=O	5.6
COc1ccc(NC(=O)Nc2ccc3c(c2)CC(=O)N([C@H](C)CO)C[C@@H](C)[C@H](CN(C)S(=O)(=O)c2c(C)noc2C)O3)cc1	0.9
COc1ccc(S(=O)(=O)Nc2ccc3c(c2)CC(=O)N([C@H](C)CO)C[C@@H](C)[C@@H](CN(C)Cc2ccc(Oc4ccccc4)cc2)O3)cc1	0.5
C[C@@H]1CN([C@@H](C)CO)C(=O)c2cc(-c3cncnc3)cnc2O[C@@H]1CN(C)C(=O)Nc1ccc2c(c1)OCO2	-1.0
O=C(C[C@H]1CC[C@H]2[C@@H](COC[C@H](O)CN2Cc2nccs2)O1)NCc1ccc(Oc2ccccc2)cc1	0.9
C[C@H](CO)N1C[C@H](C)[C@@H](CN(C)S(=O)(=O)c2ccc(F)cc2)OCCCC[C@H](C)Oc2ccc(NC(=O)c3ccncc3)cc2C1=O	-1.2
CCCNC(=O)N1[C@H](CO)[C@@H](c2ccccc2)[C@@H]1C#N	-1.8
Cc1noc(C)c1NC(=O)Nc1ccc2c(c1)C(=O)N([C@H](C)CO)C[C@@H](C)[C@@H](CN(C)C(=O)Nc1c(C)noc1C)OCCCC[C@@H](C)O2	-0.7
CO[C@H]1CN(C)C(=O)c2cc(NC(C)=O)ccc2OC[C@@H](C)N(C(=O)C2CCOCC2)C[C@H]1C	-1.4
C[C@H](CO)N1C[C@H](C)[C@H](CN(C)C(=O)CN(C)C)Oc2ncc(C#Cc3ccncc3)cc2C1=O	-1.6
Cc1cccc(-c2ccc([C@H]3[C@@H](CO)N4CCCCN(S(=O)(=O)c5cccs5)C[C@@H]34)cc2)c1	-5.2
CC=Cc1ccc2n(c1=O)C[C@H]1[C@H](CO)[C@@H](C(=O)N3CCOCC3)N(CC3CC3)[C@@H]21 (mixture of isomers)	0.4
COc1ccc(CN(C)C[C@H]2Oc3ccc(NC(=O)CCN4CCOCC4)cc3C(=O)N([C@@H](C)CO)C[C@@H]2C)cc1	0.5
O=C(NC[C@@H]1[C@@H](c2ccccc2)[C@@H](CO)N1Cc1ccccn1)C1CCC1	-3.9
Cc1ccc(S(=O)(=O)Nc2ccc3c(c2)C(=O)N([C@@H](C)CO)C[C@@H](C)[C@@H](CN(C)C(=O)Nc2ccc(C(F)(F)F)cc2)O3)cc1	-1.0
C/C=C/c1ccc([C@@H]2[C@@H](CO)N(C(=O)c3ccccc3)[C@@H]2CNC(C)C)cc1	-1.2
C[C@H](CO)N1C[C@H](C)[C@H](CN(C)Cc2ccc3c(c2)OCO3)Oc2ncc(-c3cccc(F)c3)cc2C1=O	7.9
CCC(=O)Nc1ccc2c(c1)C(=O)N(C)[C@@H]1CC[C@@H](CC(=O)N[C@@H](C)c3ccccc3)O[C@@H]1CO2	-2.1
O=C([C@@H]1[C@@H](CO)[C@@H]2Cn3c(cccc3=O)[C@H]1N2CC1CCCC1)N1CCCCC1	0.6
C[C@H]1CN([C@@H](C)CO)C(=O)Cc2cc(NC(=O)Nc3ccccc3)ccc2O[C@H]1CN(C)S(=O)(=O)c1cccs1	-1.5
Cc1ccc(S(=O)(=O)N(C)C[C@@H]2Oc3c(NC(=O)C4CCOCC4)cccc3C(=O)N([C@H](C)CO)C[C@H]2C)cc1	0.1
CCCC#Cc1ccc([C@H]2[C@H](CO)N3CCCCN(Cc4ccncc4)C[C@@H]23)cc1	-2.9
O=C(N[C@@H]1CC[C@H](CCNS(=O)(=O)c2ccccc2Cl)O[C@H]1CO)c1ccc(F)cc1	0.5
O=C(C[C@H]1C[C@@H]2c3cc(NS(=O)(=O)c4ccccc4)ccc3O[C@@H]2[C@@H](CO)O1)N1CCOCC1	-1.3
C[C@@H]1CN([C@@H](C)CO)C(=O)c2cc(NS(C)(=O)=O)ccc2O[C@H]1CN(C)C(=O)Nc1ccccc1	-3.5

The final 5 compounds of the part above come first, to join the parts:
SMILES	Mtb BioA inh
Cc1ccc(S(=O)(=O)N(C)C[C@@H]2Oc3c(NC(=O)C4CCOCC4)cccc3C(=O)N([C@H](C)CO)C[C@H]2C)cc1	0.1
CCCC#Cc1ccc([C@H]2[C@H](CO)N3CCCCN(Cc4ccncc4)C[C@@H]23)cc1	-2.9
O=C(N[C@@H]1CC[C@H](CCNS(=O)(=O)c2ccccc2Cl)O[C@H]1CO)c1ccc(F)cc1	0.5
O=C(C[C@H]1C[C@@H]2c3cc(NS(=O)(=O)c4ccccc4)ccc3O[C@@H]2[C@@H](CO)O1)N1CCOCC1	-1.3
C[C@@H]1CN([C@@H](C)CO)C(=O)c2cc(NS(C)(=O)=O)ccc2O[C@H]1CN(C)C(=O)Nc1ccccc1	-3.5
C[C@@H]1CN([C@H](C)CO)S(=O)(=O)c2ccc(Br)cc2O[C@@H]1CN(C)C(=O)C1CCCCC1	0.7
CO[C@H]1CN(C)C(=O)c2ccc(NC(=O)Nc3cccc(F)c3)cc2OC[C@@H](C)NC[C@H]1C	17
C[C@@H]1CN([C@@H](C)CO)C(=O)c2cc(Br)cnc2O[C@@H]1CN(C)Cc1ccccc1	1.7
C[C@@H]1CCCCO[C@@H](CN(C)S(=O)(=O)c2cccs2)[C@H](C)CN([C@@H](C)CO)C(=O)c2cc(NC(=O)Nc3ccccc3)ccc2O1	0.2
C[C@H](NC(=O)C[C@@H]1CC[C@H]2[C@@H](COC[C@@H](O)CN2Cc2ccc(C(F)(F)F)cc2)O1)c1ccccc1	1.0
O=C(c1cccnc1)N1C[C@H]2[C@@H](c3ccccc31)[C@H](CO)N2CC1CCCCC1	-1.7
Cc1cccc(S(=O)(=O)N[C@@H]2CC[C@@H](CCNC(=O)c3cnccn3)O[C@H]2CO)c1	1.4
COCCNC(=O)C[C@H]1CC[C@@H](NC(=O)NC2CCCC2)[C@H](CO)O1	-1.4
COc1ccc(NC(=O)N(C)C[C@@H]2Oc3ccc(NC(=O)Nc4ccc5c(c4)OCO5)cc3CC(=O)N([C@H](C)CO)C[C@@H]2C)cc1	2.4
C[C@@H]1CCCCO[C@@H](CN(C)S(=O)(=O)c2cccs2)[C@H](C)CN([C@H](C)CO)C(=O)c2cc(NS(C)(=O)=O)ccc2O1	-0.4
C[C@H](CO)N1C[C@H](C)[C@@H](CN(C)C(=O)Nc2ccccc2)Oc2c(NC(=O)c3nc4ccccc4s3)cccc2C1=O	-1.7
COC(=O)C[C@@H]1CC[C@H]2[C@H](COc3ccc(NC(=O)c4cccc(Cl)c4)cc3C(=O)N2C)O1	-0.5
C/C=C/c1ccc2c(c1)O[C@H](CN(C)C)[C@@H](C)CN([C@H](C)CO)S2(=O)=O	-0.1
CC(C)C#Cc1cnc2c(c1)C(=O)N([C@H](C)CO)C[C@H](C)[C@H](CN(C)C(=O)c1cnccn1)O2	-1.0
C[C@H](CO)N1C[C@H](C)[C@H](CN(C)C(=O)NC2CCCCC2)OCCCC[C@H](C)Oc2ccc(NC(=O)Cc3ccccc3)cc2C1=O	-0.7
CCCNC(=O)C[C@@H]1C[C@@H]2c3cc(NC(=O)Nc4ccc(F)cc4)ccc3O[C@@H]2[C@H](CO)O1	-1.3
O=C(C[C@H]1CC[C@@H]2[C@H](COC[C@@H](O)CN2C(=O)Nc2cccc(F)c2)O1)NCc1ccccc1F	5.4
Cc1noc(C)c1NC(=O)NCC[C@H]1CC[C@H](NC(=O)Nc2cccc(Cl)c2)[C@@H](CO)O1	1.1
O=C(C[C@H]1CC[C@H](NC(=O)C2CCOCC2)[C@H](CO)O1)NCc1ccccc1Cl	-4.7
Cc1noc(C)c1S(=O)(=O)Nc1ccc2c(c1)C(=O)N([C@H](C)CO)C[C@H](C)[C@@H](CN(C)C(=O)Nc1cccc3ccccc13)OCCCC[C@H](C)O2	0.5
CO[C@H]1CN(C)C(=O)c2cc(NC(=O)C3CCCC3)ccc2OC[C@H](C)N(CCC(F)(F)F)C[C@H]1C	-1.3
C[C@@H]1CN([C@@H](C)CO)C(=O)Cc2cc(NS(C)(=O)=O)ccc2O[C@H]1CN(C)Cc1ccc(C(=O)Nc2ccccc2N)cc1	-1.0
C[C@H]1CN([C@@H](C)CO)C(=O)c2cc(Br)cnc2O[C@H]1CN(C)CC1CCCC1	-0.5
C[C@@H]1CN([C@@H](C)CO)C(=O)Cc2cc(NC(=O)C3CCCCC3)ccc2O[C@@H]1CN(C)Cc1ccncc1	-2.8
O=C(CN1CCOCC1)N1CCCCN2[C@@H](CO)[C@H](c3ccc(C#Cc4ccccc4)cc3)[C@@H]2C1	-0.2
C[C@@H]1CN([C@H](C)CO)C(=O)c2cccc(N(C)C)c2O[C@H]1CN(C)Cc1ccccc1	-0.9
C[C@@H]1CN([C@@H](C)CO)C(=O)c2cccc(NC(=O)c3ccncc3)c2O[C@H]1CN(C)Cc1ccc(Oc2ccccc2)cc1	-1.9
Cc1noc(C)c1S(=O)(=O)N(C)C[C@@H]1OCCCC[C@@H](C)Oc2ccc(NC(=O)Cc3ccccc3)cc2C(=O)N([C@@H](C)CO)C[C@H]1C	-2.1
COc1ccccc1NC(=O)N[C@H]1C=C[C@H](CC(=O)N[C@H](C)c2ccccc2)O[C@H]1CO	1.1
C[C@@H]1CN([C@H](C)CO)C(=O)c2cc(C#CCN(C)C)cnc2O[C@@H]1CN(C)C(=O)NC1CCCC1	0.0
CO[C@H]1CN(C)C(=O)c2cc(NS(C)(=O)=O)ccc2OC[C@@H](C)N(C(=O)C2CCC2)C[C@H]1C	0.0
C[C@H](CO)N1C[C@H](C)[C@@H](CN(C)C(=O)Nc2ccc(F)cc2)Oc2ccc(NC(=O)c3ccncc3)cc2CC1=O	-1.1
Cc1cc(C(=O)Nc2cccc3c2O[C@H](CN(C)Cc2ccc(C(=O)Nc4ccccc4N)cc2)[C@H](C)CN([C@@H](C)CO)C3=O)n(C)n1	0.0
CC(=O)N(C)C[C@H]1Oc2ncc(-c3ccc(C)cc3)cc2C(=O)N([C@H](C)CO)C[C@@H]1C	-0.5
O=C(CCN1CCCCC1)N[C@H]1CC[C@H](CCn2cc(-c3ccccc3)nn2)O[C@@H]1CO	-1.8
COc1ccc(S(=O)(=O)N[C@H]2CC[C@@H](CCNC(=O)Cc3ccccn3)O[C@H]2CO)cc1	-2.6
C[C@H](CO)N1C[C@H](C)[C@H](CN(C)C(=O)Nc2ccc(C(F)(F)F)cc2)OCCCC[C@H](C)Oc2ccc(NC(=O)Nc3ccc(F)cc3)cc2C1=O	-2.0
C[C@H](CO)N1C[C@H](C)[C@H](CN(C)Cc2ccc(Oc3ccccc3)cc2)Oc2ccc(NS(=O)(=O)c3cccs3)cc2C1=O	-0.4
COc1ccc(S(=O)(=O)N(C)C[C@@H]2Oc3ccc(NS(=O)(=O)c4cn(C)cn4)cc3C(=O)N([C@H](C)CO)C[C@H]2C)cc1	0.9
CCCNC(=O)C[C@H]1CC[C@H]2[C@H](COc3ccc(NC(=O)Nc4cccc(C)c4)cc3C(=O)N2C)O1	-3.5
CO[C@H](C(=O)N(C)C[C@H]1OCc2ccccc2-c2c(n(C)c3ccccc23)C(=O)N([C@@H](C)CO)C[C@@H]1C)c1ccccc1	-1.5
CO[C@H]1CN(C)C(=O)c2cc(NC(=O)NC(C)C)ccc2OC[C@@H](C)N(C(=O)C2CCC2)C[C@H]1C	-3.1
O=C(c1ccc(F)cc1)N1CCCCN2[C@H](CO)[C@H](c3ccc(C#CC4(O)CCCC4)cc3)[C@H]2C1	-2.9
Cc1ccc(S(=O)(=O)N[C@H]2C=C[C@H](CC(=O)N3CCc4ccccc4C3)O[C@@H]2CO)cc1	0.5

7 compounds already listed, sorted by SMILES length, falling:
SMILES	Mtb BioA inh
C[C@H](CO)N1C[C@H](C)[C@H](CN(C)C(=O)Nc2ccc(C(F)(F)F)cc2)OCCCC[C@H](C)Oc2ccc(NC(=O)Nc3ccc(F)cc3)cc2C1=O	-2.0
COc1ccc(S(=O)(=O)N(C)C[C@@H]2Oc3ccc(NS(=O)(=O)c4cn(C)cn4)cc3C(=O)N([C@H](C)CO)C[C@H]2C)cc1	0.9
C[C@H](CO)N1C[C@H](C)[C@H](CN(C)Cc2ccc(Oc3ccccc3)cc2)Oc2ccc(NS(=O)(=O)c3cccs3)cc2C1=O	-0.4
CO[C@H]1CN(C)C(=O)c2cc(NC(=O)NC(C)C)ccc2OC[C@@H](C)N(C(=O)C2CCC2)C[C@H]1C	-3.1
CCCNC(=O)C[C@H]1CC[C@H]2[C@H](COc3ccc(NC(=O)Nc4cccc(C)c4)cc3C(=O)N2C)O1	-3.5
Cc1ccc(S(=O)(=O)N[C@H]2C=C[C@H](CC(=O)N3CCc4ccccc4C3)O[C@@H]2CO)cc1	0.5
O=C(CCN1CCCCC1)N[C@H]1CC[C@H](CCn2cc(-c3ccccc3)nn2)O[C@@H]1CO	-1.8

Not all compounds are listed; the hit share may differ from the screen's.
